aGlu spleen mod: lysosomal alpha-glucosidase (human) modulation; P10253; human spleen homogenate, 4-MU-alpha-glucoside fluorescence; Potency, µM (titrated, usually from 79.9 µM), for inactives: at the top dose activity change, negative = inhibition, usual class: inhibitors; 240,000 tested, 0.006% active;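 further: 0% = enzyme with vehicle and -100% = no enzyme basal signal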
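Human spleen homogenate (1 ug) with 4-methylumbelliferyl-alpha-D-glucopyranoside (1 mM final) in 50 mM citrate/phosphate pH 5.0, 0.01% Tween-20; 40 min at 37 C. Stopped at pH 10; 4-MU fluorescence Ex 365/Em 440 nm; AC50 by Hill fit.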
Tau ThT inhib: inhibitors of human tau fibril formation, thioflavin T binding. P10636. recombinant tau K18 P301L, heparin-induced fibrillization, ThT fluorescence. Potency, µM (doses to about 57.4 µM), for inactives: top-dose activity, negative = inhibition, most hits filed as inhibitors. 270,000 tested, 2.1% active; further: on the % scale 0 is the no-effect control and ±100 the full control effect; nearly all actives have a fitted effect of over 55% in size
Target sequence (P10636 561-689 P618L limits assumed): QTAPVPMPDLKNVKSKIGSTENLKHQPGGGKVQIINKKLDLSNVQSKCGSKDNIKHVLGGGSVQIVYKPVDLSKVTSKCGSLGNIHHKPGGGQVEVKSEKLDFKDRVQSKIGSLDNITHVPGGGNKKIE
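Fibril formation assay: tau K18 P301L at 15 uM with trace Alexa 594 label, heparin inducer 20 uM, pH 7 sodium acetate buffer, 37 C for 6 hr; endpoint ThT signal.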
GAA inh: blocks human lysosomal alpha-glucosidase; P10253; Potency, µM (doses to about 76.9 µM), for the others: top-dose activity change, negative = inhibition, hits mostly inhibitors; purified human GAA, 4-MU-alpha-glucoside fluorescence; 200,000 tested, 0.005% active;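 further: plate controls were uninhibited enzyme wells for no effect and no-enzyme background for full effect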
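Human alpha-glucosidase, 4 nM, pre-mixed with test compounds before 400 uM 4-methylumbelliferyl substrate; 20 min room temperature at pH 5.0. Fluorescence read after pH 10 stop; AC50 values from Hill-equation fits.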
Tau FP inhib: inhibitors of human tau fibril formation; P10636; K18 P301L tau heparin fibrillization, Alexa594 FP, 6 h; Potency, µM (highest dose often 57.7 µM), without a hit: at the highest dose activity, negative = inhibition, actives largely listed as inhibitors; 280,000 tested, 0.39% active; further: on the % scale 0 is the no-effect control and ±100 the full control effect; nearly all actives have a fitted effect of over 55% in size
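Quantitative HTS format: compounds meet 15 uM recombinant K18 P301L tau and Alexa 594-tau tracer in 100 mM sodium acetate pH 7; 20 uM heparin triggers fibrillization at 37 C over 6 hr; FP gives the signal.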
HTT ATP protect: cytoprotection in Huntington HTT-Q103 PC12 cell model. Potency, µM (doses to about 56.4 µM), for inactives: cytoprotection (ATP increase), usual class: activators. 230,000 tested, 0.14% active. PC12 HTT-Q103 induced, cytoprotection, ATP luminescence, 40 h;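 further: % of control where 0% means no effect; nearly all actives have a fitted effect of over 45% in size; toxic huntingtin expression switched on by the ecdysone agonist tebufenozide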
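PC12 cells stably carrying ecdysone-inducible Htt exon 1 (Q103)–GFP were induced with 100 nM tebufenozide (final) alongside library compounds in a dose series. Cytoprotection was scored as retained ATP by ATPlite luminescence.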
GAA glycogen: alters human alpha-glucosidase cleavage of glycogen; recombinant GAA, glycogen substrate, Amplex Red glucose oxidase fluorescence; Potency, µM (top dose mostly 76.4 µM), for the others: at the top dose activity change, negative = inhibition, hits mostly inhibitors; 300,000 tested, 0.38% active;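 further: 0% = full enzyme reaction and -100% = no-enzyme basal signal; the screen sought inhibitors and activators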
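Recombinant human alpha-glucosidase (4 nM final) hydrolysed bovine liver glycogen (30 ug) for 40 min at 37 C in pH 5.0 citrate/phosphate with 0.01% Tween-20. Released glucose detected by glucose oxidase/Amplex Red, Ex 573/Em 610 nm. Compounds up to 77 uM; AC50 from Hill fits.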
Tau fluor cs: counter-screen for tau fibril formation inhibitors | Potency, µM (series often up to 57.7 µM), without a hit: top-dose activity change, negative = decrease | tau K18 P301L Alexa594 fluorescence, heparin fibrillization | 280,000 tested, 0.93% active; further: on the % scale 0 is the no-effect control and ±100 the full control effect; nearly all actives have a fitted effect of over 55% in size
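Human tau K18 P301L (15 uM unlabeled, 0.24 uM Alexa 594-labeled) in 100 mM sodium acetate pH 7 with 20 uM heparin, 6 hr at 37 C. ThT 30 uM added, 1 hr ambient; Alexa 594 FP and total fluorescence read at 555/632 nm.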
aGal spleen mod: inhibits or activates alpha-galactosidase in human spleen homogenate; Potency, µM (highest dose often 80 µM), for the others: at the top dose activity change, negative = inhibition, hits mostly inhibitors; 240,000 tested, 0.008% active; P06280; human spleen homogenate, 4MU-alpha-Gal fluorescence, 40 min;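 further: 0% = enzyme with vehicle and -100% = no enzyme basal signal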
Target sequence (P06280 32-429 limits assumed): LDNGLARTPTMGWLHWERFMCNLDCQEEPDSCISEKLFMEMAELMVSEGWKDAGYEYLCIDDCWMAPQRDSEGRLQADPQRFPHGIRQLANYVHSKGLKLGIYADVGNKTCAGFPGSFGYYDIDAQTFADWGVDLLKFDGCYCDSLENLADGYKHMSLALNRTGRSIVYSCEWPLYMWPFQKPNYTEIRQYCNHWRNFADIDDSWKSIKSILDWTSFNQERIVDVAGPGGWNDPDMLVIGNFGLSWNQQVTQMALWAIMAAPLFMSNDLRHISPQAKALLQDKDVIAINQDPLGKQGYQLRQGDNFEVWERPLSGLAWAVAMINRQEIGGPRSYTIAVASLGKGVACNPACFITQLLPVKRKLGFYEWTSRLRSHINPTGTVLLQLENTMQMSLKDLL
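Fluorogenic readout (Ex 365/Em 440 nm) of 4-methylumbelliferone released from 1 mM 4-MU-alpha-galactoside by spleen homogenate, 40 min at 37C, pH 5.0. Data normalized to no-enzyme and enzyme controls; Hill-equation AC50 from compound titrations.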
* marks the source's active call; other numbers are inactive results; u = inconclusive; x = not tested or not shown; [ ] = dose if it differs, or a comment. The call rests on the fitted dose curve; in most records, active means well fitted curve in the direction sought with a large enough effect; inconclusive means small, poorly fitted or top-dose-only effect, or another doubt; inactive means no such curve, though single readings can be large; an effect the other way counts as inactive or inconclusive. Potency means the concentration at half of the fitted maximal effect. No enrichment for hits; 3.3% or so of the library scored in one or more.

SMILES | aGlu spleen mod | Tau ThT inhib | GAA inh | Tau FP inhib | HTT ATP protect | GAA glycogen | Tau fluor cs | aGal spleen mod
CCC(=O)N1CCc2cc(S(=O)(=O)CCC(=O)NCc3cccs3)ccc21 | -7.9% | -5.1% | 3.8% | -4.7% | 10.7% | 7.3% | -6.4% | -14.6%
CC(OC(=O)C1COc2ccccc2O1)C(=O)N(C)c1ccccc1 (stereo not drawn) | -0.4% | 2.1% | -2.0% | 2.6% | 8.8%[10 µM] | 3.3% | 5.7% | -1.6%
O=C1CC(C(=O)Nc2ccc(F)c(Cl)c2)N=C(N2CCCCC2)N1 (stereo not drawn) | 1.6% | -10.9% | -2.3% | -1.5% | -1.6% | -29.3% | -12.1% | 4.7%
O=C(CCC(=O)N/N=C/c1cc(Cl)cc(Cl)c1O)NCc1ccccc1 | 6.5% | u | u | u | 23.8%[10 µM] | 9.2% | -22.9% | 10.6%
CCOC(=O)C1CCN(Cc2cnc(Oc3ccc(C(C)(C)C)cc3)s2)CC1 | -6.1% | -16.4% | u | 8.4% | -31.2% | -7.3% | -4.6% | 0.9%
O=C(c1ccc(F)cc1)n1nc(-c2ccc(Cl)cc2)nc1NCc1ccco1 | x | 2.8% | x | -10.3% | x | -6.9%[76.3 µM] | -20.6% | x
COc1cccc(CNC(=O)CCC2CCCN(Cc3ccc(OC(F)F)cc3)C2)c1 (stereo not drawn) | -4.6% | 0.0% | 3.6% | -1.9% | 33.9%[10 µM] | -10.0% | -5.3% | -12.9%
COc1cc(/C=N/Nc2nc3ccccc3o2)cc(OC)c1O | -10.6% | 14.1µM* | -7.8% | 7.9% | -15.3% | u | u | 1.1%
COc1ccc(C(=O)NN(C)c2nc(-c3ccccc3)nnc2C(F)(F)F)cc1 | 0.9% | 9.4% | -3.8% | -5.4% | 2.4% | 19.5% | 1.7% | 0.8%
Cc1ccc(N2C(=O)CC(Cn3nc(C)cc3C)C2=O)cc1 (stereo not drawn) | -1.0% | 0.1% | -23.5% | 3.7% | 9.5% | 0.5% | -1.7% | 1.9%
COc1cc(=O)n(C)c2ccccc12 | -6.9% | -11.4% | 1.9%[15.4 µM] | 1.5% | -7.5% | -0.2% | -14.0% | -7.3%
CCOC(=O)c1cc(-c2ccc(OC(F)F)cc2)nc2nc(SC)[nH]c(=O)c12 | 1.4% | -8.2% | u | -0.5% | 3.6%[10 µM] | 14.2% | -7.3% | 9.0%
Oc1ccc(/C=N/NC(=S)N2CCOCC2)cc1 | 3.4% | u | -1.7% | 1.2% | -84.9%[inhibitor] | u | -20.3% | 8.4%
CN(C)c1cccc(C(=O)Nc2cccc(F)c2)c1 | -3.1% | u | -5.1% | 0.9% | -13.3% | -11.9% | -25.1% | -4.9%
CCN1/C(=C/c2cc[n+](C)cc2)C=Cc2cc(C)ccc21 | -3.6% | 8.91µM* | u | -4.8% | -58.6%[inhibitor][10 µM] | -23.5% | 10.9% | -2.9%
O=C(N/N=C/c1cccc(O)c1)c1ccc(COc2ccccc2Br)cc1 | -0.4% | -1.5% | 1.3% | 1.1% | x | 2.5% | -5.6% | -1.2%
Clc1ccc(-c2nc3c4cnn(-c5ccccc5Br)c4ncn3n2)c(Cl)c1 | x | -9.6% | x | u | x | -2.3%[76.3 µM] | -12.4% | x
COc1cc(NC(=O)c2ccccn2)cc(OC)c1OC | 1.5% | -1.4% | -5.9% | 4.0% | -29.8% | 3.4% | -7.3% | 1.2%
Cc1cccc(NC(=O)c2ccccc2C(=O)O)c1 | -13.3% | -1.8% | -9.1% | 11.7% | 12.7%[10 µM] | -0.5% | 4.2% | 20.1%
COc1ccc(S(=O)(=O)N(CC(=O)NCc2ccco2)c2ccccc2)cc1 | -6.2% | -3.5% | -6.7% | -6.1% | 11.4% | 10.4% | -8.4% | -7.9%
CCOc1ccc(NC(=O)C2CCN(S(=O)(=O)c3c(C)n[nH]c3C)CC2)cc1 | -5.1% | -19.0% | u | 4.9% | -4.4% | 0.7% | -11.6% | 15.5%
Cc1ccc2c(c1)nc(-n1nc(C)cc1C)c1nnnn12 | 4.1% | -7.5% | u | 2.2% | 10.0% | 6.1% | -4.7% | -3.3%
COc1ccc(/C=C/c2cc(OC)c(OC)cc2CC[N+](C)(C)C)cc1 | 3.3% | -13.1% | x | -3.0% | -39.1%[inhibitor] | x | -11.3% | 22.9%
COc1ccc(CCCc2nnc(SCC(=O)NN)o2)cc1 | 1.5% | -14.6% | -0.9% | -5.1% | -11.9% | 1.4% | -12.8% | 3.0%

Printed as active in Tau ThT inhib, among the entries above:
Structure | aGlu spleen mod | Tau ThT inhib | GAA inh | Tau FP inhib | GAA glycogen
COc1cc(/C=N/Nc2nc3ccccc3o2)cc(OC)c1O | -10.6% | 14.1µM* | -7.8% | 7.9% | u
CCN1/C(=C/c2cc[n+](C)cc2)C=Cc2cc(C)ccc21 | -3.6% | 8.91µM* | u | -4.8% | -23.5%

Returning to the listing, repeating the 2 entries before the break.
SMILES | aGlu spleen mod | Tau ThT inhib | GAA inh | Tau FP inhib | HTT ATP protect | GAA glycogen | Tau fluor cs | aGal spleen mod
COc1ccc(/C=C/c2cc(OC)c(OC)cc2CC[N+](C)(C)C)cc1 | 3.3% | -13.1% | x | -3.0% | -39.1%[inhibitor] | x | -11.3% | 22.9%
COc1ccc(CCCc2nnc(SCC(=O)NN)o2)cc1 | 1.5% | -14.6% | -0.9% | -5.1% | -11.9% | 1.4% | -12.8% | 3.0%
COc1ccccc1N=C1SCC(=O)N1Cc1ccco1 | -5.8% | 2.2% | x | 6.8% | -11.5%[10 µM] | -1.4% | 5.9% | -1.4%
COc1ccc(-c2nc(SCC(=O)Nc3ccc4c(c3)OCCO4)c(-c3ccc(F)cc3)[nH]2)cc1OC | x | -12.1% | x | 4.7% | x | -4.8%[76.3 µM] | 6.31µM*[quencher] | x
CCOC(=O)N1CCN(Cc2nc3cc(NC(=O)c4ccccc4Cl)ccc3n2C(C)C)CC1 | x | -0.8% | x | 3.3% | x | -5.3%[76.3 µM] | 1.0% | x
Cc1cccc(NC(=O)c2ccc(-c3ccccc3[N+](=O)[O-])o2)c1 | -3.4% | 5.1% | 11.9% | -7.3% | 4.7%[10 µM] | -12.2% | 0.6% | 2.2%
Cc1ccc(C(c2nnnn2Cc2cccs2)N2CCN(Cc3ccc4c(c3)OCO4)CC2)cc1 (stereo not drawn) | -5.2% | -16.2% | -10.5% | 5.0% | -36.9% | -8.6% | -17.8% | -7.0%
CCc1ccc(C(=O)NNc2ccc(C)c(Cl)c2)cc1 | -1.6% | u | x | -6.7% | 18.8%[10 µM] | u | -21.5% | 1.3%
CCOc1ccc(C(=O)NCC2CCCO2)cc1 (stereo not drawn) | 3.3% | 0.4% | 3.5% | -1.8% | -24.8%[0.074 µM] | -5.7% | 2.3% | 2.8%
O=C(c1ccccc1F)N1CCN(c2ccccc2)CC1 | -1.0% | -10.5% | 0.6% | 10.3% | 3.9%[0.074 µM] | 2.5% | -0.1% | -5.0%
O=C(c1ccc(-n2cnnn2)cc1)N(C1CCCCC1)C1CCCCC1 | x | -3.8% | -1.6% | -4.6% | 3.3%[10 µM] | 2.7% | -3.9% | -6.7%
Cc1cc(NC(=O)CSc2nc(C(C)C)nc3ccccc23)no1 | -3.6% | 4.8% | -0.9% | 10.1% | -15.4%[10 µM] | 0.9% | 0.5% | 2.8%
CCOC(=O)c1cn2nc(N3CCCC3)ccc2n1 | 1.9% | -8.5% | x | 7.1% | -0.6%[10 µM] | 2.4% | 2.2% | 14.6%
Nn1c(SCc2cccc(Oc3ccccc3)c2)nnc1C(F)(F)F | 0.3% | -9.9% | -5.0% | 3.3% | x | -0.2% | -16.3% | -1.1%

An excerpt from above in order of the Tau ThT inhib value, smallest number first.
Compound,Tau ThT inhib
O=C(c1ccccc1F)N1CCN(c2ccccc2)CC1,-10.5%
COc1ccccc1N=C1SCC(=O)N1Cc1ccco1,2.2%
Cc1cccc(NC(=O)c2ccc(-c3ccccc3[N+](=O)[O-])o2)c1,5.1%

Continuation:
SMILES | aGlu spleen mod | Tau ThT inhib | GAA inh | Tau FP inhib | HTT ATP protect | GAA glycogen | Tau fluor cs | aGal spleen mod
Cc1ccc(C(=O)O)cc1NC(=O)c1ccc(Cn2nc(C)c(Cl)c2C)o1 | 0.6% | -7.2% | 1.8% | 4.3% | -13.5% | 3.6% | -4.4% | 6.3%
CC(=O)c1ccc2c3c(ccc(O)c13)CC2 | 1.2% | u | 4.0% | -1.2% | 2.3%[10 µM] | 31.4µM* | -17.5% | -1.1%
O=C1NCCN(Cc2ccc(Cl)c(F)c2)C1CC(=O)N1CCCCO1 (stereo not drawn) | -1.7% | -12.2% | 11.0% | 1.4% | 25.5%[10 µM] | 2.2% | 5.1% | 13.7%
CCCCSc1nc(C(=O)O)cc(=O)[nH]1 | 1.2% | 2.0% | 3.5%[15.4 µM] | 3.6% | 14.8%[10 µM] | 5.8% | 0.2% | 2.2%
O=C(CSc1nccn1Cc1ccco1)Nc1ccc(F)cc1 | x | 0.2% | x | 5.4% | x | 0.9%[76.3 µM] | -4.4% | x
Cn1cc(C(N)=O)c2ccccc21 | 1.0% | 3.6% | 1.1% | -8.5% | -5.5% | -8.3% | -1.2% | -5.7%
Cc1nccc(-c2ccc(-n3c(C)ccc3C)cc2)n1 | 0.1% | -14.4% | 11.3% | -5.2% | 3.8%[10 µM] | 18.7% | -8.9% | -1.4%
CCOC(=O)C1(Cc2ccc(OC)cc2)CCN(C(=O)CN2CCCCC2=O)CC1 | 1.8% | -17.6% | -15.9% | -9.0% | 3.5%[10 µM] | -13.4% | -16.5% | 2.4%
